ANO1 activ – mouse TMEM16A channel activation, primary screen; Q8BHY3; HEK293 TMEM16A/YFP-H148Q/I152L, iodide quench fluorescence; stronger effect = lower value; B-score at 10 µM; hit rate 0.3% among 340,000;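 active = fluorescence-ratio B-score plate-corrected deviation score at least 3 library SD below zero, with starting fluorescence score within 5 deviations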;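 also: channel opened by trigger with iodide after compound preincubation; score built on the fluorescence ratio of max minus min over baseline; more negative score means more quench and so TMEM16A activation or potentiation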
TRPC4 inh – blocks the mouse TRPC4 cation channel. Q9QUQ5. HEK293 TRPC4beta/mu-opioid, DAMGO-evoked Fluo4 calcium flux; stronger effect = lower value. B-score at 10 µM. hit rate 0.39% among 300,000;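 active = B-score over 3 SD under the library average, no early fluorescence shift, positive overall ratio signal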
Target sequence (Q9QUQ5 whole entry, looked up): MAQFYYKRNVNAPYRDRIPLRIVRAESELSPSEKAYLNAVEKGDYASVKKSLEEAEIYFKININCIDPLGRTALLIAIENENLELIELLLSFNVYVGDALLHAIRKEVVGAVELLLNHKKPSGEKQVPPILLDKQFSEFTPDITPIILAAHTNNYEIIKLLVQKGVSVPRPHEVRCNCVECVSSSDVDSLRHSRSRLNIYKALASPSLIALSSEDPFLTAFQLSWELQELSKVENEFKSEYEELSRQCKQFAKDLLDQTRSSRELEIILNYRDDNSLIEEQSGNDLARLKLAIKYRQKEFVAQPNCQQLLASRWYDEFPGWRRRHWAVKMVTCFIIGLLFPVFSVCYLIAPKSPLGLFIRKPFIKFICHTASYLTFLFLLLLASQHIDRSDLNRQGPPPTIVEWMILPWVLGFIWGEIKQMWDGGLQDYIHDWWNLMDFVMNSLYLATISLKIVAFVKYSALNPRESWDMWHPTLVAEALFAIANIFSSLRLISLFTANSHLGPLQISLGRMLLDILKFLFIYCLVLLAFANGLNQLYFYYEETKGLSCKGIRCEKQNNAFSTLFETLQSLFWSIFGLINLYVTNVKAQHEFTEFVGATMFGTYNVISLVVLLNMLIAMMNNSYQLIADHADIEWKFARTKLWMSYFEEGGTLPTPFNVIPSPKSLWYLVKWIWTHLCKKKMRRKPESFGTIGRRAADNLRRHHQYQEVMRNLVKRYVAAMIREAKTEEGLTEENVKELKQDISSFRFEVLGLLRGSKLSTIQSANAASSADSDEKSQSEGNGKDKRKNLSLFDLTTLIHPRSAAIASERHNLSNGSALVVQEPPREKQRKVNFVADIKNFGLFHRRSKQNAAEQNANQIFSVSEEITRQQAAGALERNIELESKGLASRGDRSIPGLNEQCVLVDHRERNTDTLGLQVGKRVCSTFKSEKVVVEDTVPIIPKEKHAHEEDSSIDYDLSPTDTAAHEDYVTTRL
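Assay system: HEK293 cells with stable TRPC4beta plus mu-opioid receptor expression; Probe or stimulus: DAMGO in two steps, submaximal then maximal; Dosing: single-point compound dosing; Measured by: Fluo4 calcium-dye fluorescence, kinetic read; Read-out basis: B score from integrated Fluo4 fluorescence ratio.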
TMEM16A inh – inhibitors of mouse TMEM16A calcium-activated chloride channel; normalized B-score (activity score, 25-100; higher = stronger inhibition) at 10 µM; Q8BHY3; hit rate 1.2% among 310,000; AID 588511; HEK293 TMEM16A/YFP iodide influx fluorescence, ionomycin;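 active = ratio plate-corrected score three or more library SD toward inhibition, starting fluorescence score within five deviations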;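 also: score derived from kinetic fluorescence span divided by baseline fluorescence per well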
MrgX1 agonist – agonists of human MrgX1 receptor | MrgX1-HEK293 cells, Fluo-4 calcium fluorescence, agonist mode; stronger effect = higher value | B-score at 10 µM | hit rate 0.44% among 310,000 | AID 588627;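 active = calcium response B-score plate-corrected fluorescence ratio at least 3 library SD, with starting fluorescence B-score inside 5 SD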
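Material: MrgX1-expressing HEK293 cells; input: 15,000 cells per well; doses: test compound given as first of three sequential additions; schedule: overnight plating before 1 h dye loading; technique: Fluo-4 NW calcium-flux fluorescence, kinetic read; evaluation: baseline-normalised fluorescence change ratio, B-scored; control set: plate-wise positive and negative controls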
RGS4 inh – human RGS4 inhibition | P49798 | B-score at 10 µM | HEK293 M3R/RGS4 inducible, Fluo-4 calcium flux; stronger effect = higher value; triggered by carbachol at its EC20 | hit rate 0.45% among 310,000;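 active = B-score, a plate-corrected calcium signal, over three deviations above library mean, with baseline fluorescence within five deviations of library mean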;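 also: RGS4 expression induced by doxycycline in cells with stable M3 receptor; B-score is computed from the integrated fluorescence ratio over baseline after carbachol; higher B-score means a larger calcium signal and so more RGS4 inhibition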
MrgX1 antag – blocks BAM8-22 activation of human MrgX1 receptor; Q96LB2; hit rate 1.3% among 310,000; B-score at 10 µM; MRGX1-HEK293 calcium flux, Fluo-4, BAM8-22 antagonism; stronger effect = lower value;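 active = calcium-response B-score plate-corrected more than 3 library SD below zero, starting fluorescence within 5 deviations, no agonist response on first addition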;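 also: peak minus trough fluorescence over baseline after final BAM8-22 challenge near maximal dose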
TRPC4 agonist – TRPC4 (mouse) channel activation. HEK293 TRPC4beta/mu-opioid, Fluo4 calcium fluorescence; stronger effect = higher value. hit rate 0.49% among 310,000. AID 2237. B-score at 10 µM. Q9QUQ5;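 active = B-score above 5 SD of library B-scores, and initial fluorescence ratio not above library mean plus 5 SD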;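 also: positive B-score marks a calcium rise read as TRPC4 activation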
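Material: HEK293 stable line with TRPC4beta plus mu-opioid receptor; technique: Fluo4 calcium-sensitive dye fluorescence, kinetic, 1 Hz baseline; timing: Fluo4 dye loading 45 min at room temperature, 110 s recording; controls: assay buffer as low control, maximal DAMGO as high control; read-out: integrated baseline-normalised fluorescence ratio, converted to per-well B score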
TRPC4 PAM – TRPC4 (mouse) allosteric potentiation; Q9QUQ5; HEK293 TRPC4beta/mu-opioid, DAMGO EC20, Fluo-4 Ca2+ flux; stronger effect = higher value; B-score at 10 µM; hit rate 0.42% among 310,000;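 active = B-score of calcium response area above 5 SD of library B-scores, with initial fluorescence ratio within 5 SD of library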;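 also: B-score of integrated fluorescence ratio over time as area under calcium response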
TRPC6 inhibitor – mouse TRPC6 channel inhibition; hit rate 1.1% among 310,000; Q61143; B-score at 10 µM; HEK293-TRPC6, membrane potential dye, ACh-evoked depolarization; stronger effect = lower value;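 active = B-score under library mean minus 3 SD, initial fluorescence not abnormally high, positive integrated signal ratio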;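 also: B-score derived from integrated fluorescence ratio over the kinetic read; more negative B-score means stronger inhibition of depolarization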
TRPC6 act – mouse TRPC6 channel activation; Q61143; AID 2550; hit rate 0.13% among 310,000; B-score at 10 µM; HEK293-TRPC6 membrane potential dye fluorescence; stronger effect = higher value;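 active = B-score of the integrated fluorescence ratio above library mean plus 3 SD, and starting fluorescence ratio within library mean plus 5 SD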;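 also: higher score means more depolarization so channel activation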
MrgX1 allo act – human MrgX1 positive allosteric modulation, primary screen; Q96LB2; MrgX1-HEK293, Fluo-4 calcium flux, FDSS; stronger effect = higher value; B-score at 10 µM; hit rate 0.63% among 310,000; AID 588675;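 active = plate-corrected calcium response at least 3 library SD above typical, normal starting fluorescence, not activating the receptor alone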;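 also: compound read alongside a low EC10 to EC30 dose of BAM8-22 agonist; peak minus trough fluorescence over baseline measured at the second addition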
The depositor's hits bear a star; i = inactive; . = no result given.

Compound | TRPC4 inh | TRPC6 inhibitor | MrgX1 agonist | RGS4 inh | ANO1 activ | TRPC4 PAM | MrgX1 antag | TMEM16A inh | TRPC4 agonist | MrgX1 allo act | TRPC6 act
CCNc1nc(-c2cc3ccccc3o2)cs1 | i | i | i | i | i | i | i | i | i | i | i
CC1(C)O[C@@H]2C[C@H]3[C@@H]4CCC5=CC(=O)C=C[C@]5(C)[C@@]4(F)[C@@H](O)C[C@]3(C)[C@]2(C(=O)CO)O1 | . | . | i | . | i | . | i | i | . | i | .
Cc1ccc2c(c1C)NC(=O)CC(c1ccccc1O)=N2 | i | i | i | i | i | i | i | i | i | i | i
Cc1ccc(OCC(=O)Nc2ccc(N3CCN(S(C)(=O)=O)CC3)cc2)cc1C | i | i | i | i | i | i | i | i | i | i | i
Cc1ccc(-n2nc3c(c2NC(=O)c2ccc4c(c2)OCO4)CS(=O)(=O)C3)c(C)c1 | i | i | i | i | i | i | i | i | i | i | i
CCCCc1cc(=O)oc2cc(C)c(CN3CCCC3)c(O)c12 | i | i | i | i | i | i | i | i | i | i | i
CC(=O)c1cc(F)c(N2CCN(C(=O)COc3ccccc3F)CC2)cc1C | i | i | i | i | i | i | i | i | i | i | i
CCN(CC)C(=O)CSc1nc(C)cc(-c2cccs2)c1C#N | i | i | i | i | i | i | i | i | i | i | i
COc1cccc(-n2nnc3c(=O)n(CC(=O)N4CCC(C)CC4)cnc32)c1 | i | i | i | i | i | i | i | i | i | i | i
CCC(C)[C@H](NC(=O)Nc1ccc2c(c1)OCCO2)C(=O)O (stereo not given in full) | i | i | i | i | i | i | i | i | i | i | i
O=C(COc1ccccc1[N+](=O)[O-])Nc1ccc2oc(=O)ccc2c1 | i | i | i | i | i | i | i | i | i | i | i
COC(=O)/C=C1\C(=O)N(c2nc3ccccc3s2)C(=S)N1c1ccc(F)cc1 | i | i | i | i | i | i | i | i | i | i | i
CCCCSc1cnn(-c2ccccc2)c(=O)c1SCCCC | i | i | i | i | i | i | i | i | i | i | i
CSc1nnc(C)c(=O)n1COC(=O)c1cc(Cl)ccc1[N+](=O)[O-] | i | i | i | i | i | i | i | i | i | i | i
CCCN(CC1CC1)C(=S)Nc1ccc(C(C)=O)cc1 | i | i | i | i | i | i | i | i | i | i | i
CCCn1nc([N+](=O)[O-])c(C(C#N)c2nc3ccccc3s2)c(Cl)c1=O (stereo not given) | i | -13.2* | 28.9* | i | i | i | i | 100* | i | i | i
CCOC(=O)C(=O)NNc1ccccc1C | i | i | i | i | i | i | i | i | i | i | i
Cc1nn(CC(=O)N2CCCCC2)c(=O)c2nn(-c3ccccc3)c(C)c12 | i | i | i | i | i | i | i | i | i | i | i
CCN(CC(N)=O)S(=O)(=O)c1ccc(Br)cc1 | i | i | i | i | i | i | i | i | i | i | i
COc1ccc(-n2c(SCC(=O)NCc3ccco3)nnc2-c2c[nH]c3ccccc23)cc1 | i | i | i | i | i | i | -6.52* | i | i | i | i
COc1ccc(/C=N/NC(=O)CCn2cnc3ccccc32)cc1 | i | i | i | i | i | i | i | i | i | i | i
C=CCn1c(SCC(=O)Nc2cccc(S(=O)(=O)N(C)c3ccccc3)c2)nnc1C1CC1 | i | i | i | i | i | i | i | i | i | i | i
CN1CCN(S(=O)(=O)c2cccc(C(=O)N(C)C(c3ccccc3)c3ccccc3)c2)CC1 | i | i | i | i | i | i | i | i | i | i | i
CC12CCC(C(=O)Nc3ccc(SC(F)F)cc3)(CC1=O)C2(C)C (stereo not given) | i | i | i | i | i | i | i | i | i | 6.67* | i
S=C(NCC1CCCO1)Nc1ccc(Cl)c(Cl)c1 (stereo not given) | i | i | i | i | i | i | i | i | i | i | i
CC(C)Oc1ccc(C2CC(=O)N(c3cccc(/C=C/C(=O)O)c3)C2=O)cc1 (stereo not given) | i | i | i | i | i | i | i | i | i | i | i
CCS(=O)(=O)c1nc(S(=O)(=O)c2ccc(C)cc2)c(N2CCC(O)CC2)s1 | i | i | i | i | i | i | i | i | i | i | i
Cc1cc(C)cc(N(C(=O)c2snc(C(N)=O)c2N)C(C(=O)NCC2CCCO2)c2cccs2)c1 (stereo not given) | i | i | i | i | i | i | i | i | i | i | i
CCN(CC)C(=O)C(=O)c1cccn1-c1cccc(OC)c1C#N | i | i | i | i | i | i | i | i | i | i | i
CNC(=S)N1CCc2sccc2C1C (stereo not given) | i | i | i | i | i | i | i | i | i | i | i
Cc1ccccc1Oc1ncnc(N)c1[N+](=O)[O-] | i | i | i | i | i | i | i | i | i | i | i
CCCc1cc(=O)[nH]c(NCc2ccc(Cl)cc2)n1 | i | i | i | i | i | i | i | i | i | i | i
COc1ccc(NC(=O)Cn2cnc3c(oc4nc5c(cc43)COC(C)(C)C5)c2=O)cc1 | i | i | i | i | i | i | i | i | i | i | i
CC(=O)Oc1cc2oc(=O)c3c(c2cc1Cl)CCC3 | i | i | i | i | i | i | i | i | i | i | i
Cc1onc(-c2ccccc2Cl)c1C(=O)Nc1nnc(-c2cccc([N+](=O)[O-])c2)s1 | i | i | i | i | i | i | i | 100* | i | i | i
Cc1ccc(C)c(CN2CCC(CNC(=O)CCc3nnc4ccc(N5CCCCC5)nn34)CC2)c1 | i | i | i | i | i | i | i | i | 126* | i | i
Cc1cccc(N2C(=O)CC(n3ccnc3)C2=O)c1C (stereo not given) | i | i | i | i | i | i | i | i | i | i | i
Cc1cccc(NC(=O)C2CCN(S(=O)(=O)c3cccc4cccnc34)CC2)c1 | i | i | i | i | i | i | i | i | i | i | i
COCCn1c(SCC(=O)NCC2CCCO2)nc2c([nH]c3ccccc32)c1=O (stereo not given) | i | i | i | i | i | i | i | i | i | i | i
N#Cc1ccsc1NC(=O)CCN1CCN(C(c2ccccc2)c2ccccc2)CC1 | i | i | i | i | i | i | i | i | i | i | i
C/C(=N\NC(=O)COc1c(C)cccc1C)c1cccs1 | i | i | i | i | i | i | i | i | i | i | i
COc1cccc(CNS(=O)(=O)c2ccc(-n3cnnn3)c(C)c2)c1 | i | i | i | i | i | i | i | i | i | i | i
O=c1cc(-c2ccco2)oc2ccc(Cl)cc12 | i | i | . | i | i | i | . | . | i | . | i
CCCCCCn1c(SCC(=O)OC)nc2c1c(=O)[nH]c(=O)n2C | i | i | i | i | i | i | i | i | i | i | i
COc1cccc(Sc2ccccc2CN(C)C)c1 | i | i | i | i | i | i | i | i | i | i | i
Cc1ccc(S(=O)(=O)N2CCN(C(=O)C3=COCCO3)CC2)cc1C | i | -6.99* | i | i | i | i | i | i | i | i | i
O=Cc1cn(CC(=O)N2CCCCC2)c2ccccc12 | i | i | i | i | i | i | i | i | i | i | i
Clc1ccc(CN(Cc2ccc(Cl)cc2)c2nn[nH]n2)cc1 | i | i | i | i | i | i | i | i | i | i | i
Cc1nn(-c2ccccc2)c(C)c1C(=O)NCCc1ccc(Cl)cc1 | i | i | i | i | i | i | i | i | i | i | i
Cc1cccc(CCNS(=O)(=O)c2ccc3c(c2)CCN3C(=O)CCC(=O)O)c1 | i | i | i | i | i | i | i | i | i | i | i
NN=C(c1ccccc1)c1ccccc1 | i | i | i | i | i | i | i | i | i | i | i
CCc1[nH]nc2c1C(c1ccncc1)C(C#N)=C(N)O2 (stereo not given) | i | i | i | i | i | i | i | i | i | i | i
CCC1Oc2ccc(C)cc2N(CC(=O)N(Cc2cccnc2)Cc2ccc(C)o2)C1=O (stereo not given) | i | i | i | i | i | i | i | i | i | i | i
COc1cc(/C=N/NC(=O)/C(=C/c2ccccc2)CCO)ccc1O | i | i | i | i | i | i | i | i | i | i | i
O=c1[nH]nc(-c2cccs2)c2ccccc12 | i | i | i | i | i | i | i | i | i | i | i
CCOc1cccc(-c2c(C(=O)N/N=C/c3ccc(C)o3)nnn2-c2nonc2N)c1 | i | i | i | i | i | i | i | i | i | i | i
O=[N+]([O-])c1ccc(C(O)CN2CCN(c3ccccc3)CC2)cc1 (stereo not given) | i | i | i | i | i | i | i | i | i | i | i
CCOC(=O)C(CC(=O)c1ccccc1)CC(=O)c1ccccc1 | i | i | i | i | i | i | i | i | i | i | i
CC(=O)Cc1nnn(-c2cc(C)on2)n1 | i | i | i | i | . | i | i | i | i | i | i
CC(=O)c1ccc(NC(=O)C(C)NCc2ccc(Cl)cc2)cc1 (stereo not given) | i | i | i | i | i | i | i | i | i | i | i

Other entries.
Compound | TRPC4 inh | TRPC6 inhibitor | MrgX1 agonist | RGS4 inh | ANO1 activ | TRPC4 PAM | MrgX1 antag | TMEM16A inh | TRPC4 agonist | MrgX1 allo act | TRPC6 act
CN(CC(=O)Nc1ccc(F)cc1)C(=O)CN1C(=O)NC2(CCCc3ccccc32)C1=O (stereo not given) | i | i | i | i | i | i | i | i | i | i | i
Cc1cc(-c2ccccc2)nc(=O)[nH]1 | i | i | i | i | . | i | i | i | i | i | i
CCOC(=O)C1(Cc2ccccc2)CCN(C2Cc3ccccc3C2)CC1 | i | i | i | i | i | i | i | i | i | i | i
C[C@H]1CN=C(N(C)C)N1CCCCc1ccccc1 | . | . | i | . | i | . | i | i | . | i | .
CCOc1ccc(S(=O)(=O)N2CCN(C(=O)CN3C(=O)NC4(CCCC4)C3=O)CC2)cc1 | i | i | i | i | i | i | i | i | i | i | i
CCOc1ccc(C(C)=O)cc1NC(=O)/C=C\C(=O)O | i | i | i | i | i | i | i | i | i | i | i
CCOC(=O)c1c(NC(C)=O)sc2c(OCC(O)CN(CC)CC)c(Br)ccc12 (stereo not given) | i | i | i | i | i | i | i | i | i | i | i
N=c1n(N)c2ccccc2n1CC(=O)c1ccc(Br)cc1 | i | i | i | i | i | i | i | i | i | i | i
CCOc1c2ccc(C(=O)N[C@H](C)C3CCCCC3)cc2nn1CC | i | i | i | i | i | i | i | i | i | i | i
COc1ccc(/C=C2/S/C(=N/S(=O)(=O)Cc3ccccc3)NC2=O)cc1OC | i | i | i | 7.78* | i | i | i | i | i | i | i
